Screening data as filed in PubChem BioAssay.
CASP6 VEID inh: blocks human caspase-6 cleavage activity; P55212; purified caspase-6, Z-VEID-R110 cleavage fluorescence; inhibition, % at 12.5 µM; actives 0.53% (n = 350,000); AID 686996;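 active = mean inhibition across replicates at least about 35%, with every replicate also reaching that limit, limit read from the data; inconclusive = only one of the two criteria met; inactive = neither criterion met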;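 also: 0% = median of neutral control wells and 100% = no fluorescence left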
Target sequence (P55212 24-179 limits assumed): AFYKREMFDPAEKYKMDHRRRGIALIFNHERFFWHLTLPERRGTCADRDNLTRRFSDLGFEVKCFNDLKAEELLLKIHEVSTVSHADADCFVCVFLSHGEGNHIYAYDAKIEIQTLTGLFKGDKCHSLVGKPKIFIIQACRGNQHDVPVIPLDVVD
Target sequence (P55212 194-293 limits assumed): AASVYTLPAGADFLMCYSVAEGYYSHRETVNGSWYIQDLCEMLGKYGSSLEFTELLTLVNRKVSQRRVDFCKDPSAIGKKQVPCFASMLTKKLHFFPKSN
miR122 inh: inhibitors of miR-122 in Huh7 cells; Huh7 miR-122 Renilla luciferase sensor, 48 h; neutral wells = 0, positive control = 100; activation (reporter increase), % at 12.5 µM; actives 0.3% (n = 340,000); AID 602342;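 active = mean replicate activation score at least 90 and every replicate individually at or above 90; inconclusive = only one of the two criteria met; inactive = neither criterion met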;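 also: higher luciferase means less miR-122 activity so hits act as miR-122 inhibitors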
EWS-Fli inh: blocks EWS/Fli oncoprotein-driven transcription | actives 0.67% (n = 350,000) | A673 NR0B1-luciferase reporter, viability-normalised | inhibition, % at 12.6 µM | AID 651661;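 active = mean inhibition of at least 50% after viability correction, with every replicate also passing that limit; inconclusive = mean reaches 50% but only one of two replicates passes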;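 also: firefly luciferase signal divided by Alamar Blue viability fluorescence both relative to DMSO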
PGC1a acetyl inh: lowers PGC1a acetylation signal in U2OS cells; AlphaScreen anti-acetyl-lysine; with virally co-expressed GCN5 acetyltransferase; inhibition, % at 15.6 µM; actives 0.17% (n = 350,000);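 active = every replicate shows inhibition of at least 40%; inconclusive = mean inhibition at least 40% but some replicate below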;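 also: 0% = neutral control wells and 100% = positive control wells; some results beyond the cut were filed as inactive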
LGR2 inh: inhibitors of bursicon-induced Drosophila LGR2 receptor cAMP signaling; inhibition, % at 9.99 µM; HEK293 LGR2, CRE-luciferase, bursicon-stimulated, 4 h; actives 0.35% (n = 380,000);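 active = drop in luminescence signal, shown as inhibition above about 50% in the replicate tests, limit read from the data, passing the limit was not always enough; inconclusive = probably only some replicates passing the limit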;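 also: agonist challenge used bursicon conditioned medium at about half maximal strength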
PAX8 inh HTS: PAX8 transcriptional activity inhibition; inhibition, % at 12.6 µM; AID 652154; actives 1.2% (n = 360,000); RMG-I TPO-luciferase reporter, SteadyGlo, 24 h;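 active = mean replicate inhibition at least 60% with every replicate also reaching 60%; inconclusive = only one of the two criteria is met; inactive = mean below 60% and not all replicates reaching 60%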;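 also: luciferase light reporting Pax8 driven TPO promoter activity; plate controls were median of neutral control wells for no effect and mitoxantrone controls for full effect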
FN deposit inh: fibronectin deposition inhibition | AH1F fibroblasts, Alexa488-fibronectin deposition fluorescence, overnight | inhibition, % at 12.6 µM | actives 0.086% (n = 350,000) | AID 743247;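 active = mean inhibition across replicates of 30% or more, regardless of how many single replicates reach that level; inconclusive = mean under 30% yet at least half of replicates reach 30%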;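 also: positive control wells lacked labelled fibronectin entirely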
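Test system: AH1F fibroblast monolayer depositing Alexa488-labelled fibronectin into matrix. Input: 10000 cells per well. Technique: fluorescence, ex 485 nm, em 525 nm. Buffer or medium: DMEM plus 2% serum, read in PBS. Timing: 1 h cell adhesion before compound, then overnight fibronectin incubation. Compound: single dose, pinned. Read-out basis: inhibition from reduced deposited-fibronectin fluorescence.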
Cneo AK release: Cryptococcus neoformans lysis via adenylate kinase release | C. neoformans lysis, adenylate kinase release luminescence, 4 h; normalised: neutral wells 0, clomiphene wells 100 | lysis activity, % at 15 µM | actives 0.2% (n = 360,000);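 active = mean lysis activity across replicates of at least 80%, whatever share of replicates individually reach that level; inactive = mean lysis activity below 80%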
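Assay system: C. neoformans cells. Amount: yeast cell density of 5 × 10^6 cells/mL. Technique: AK luminescence. Buffer or medium: YPD. Times: static 4 h at 37 °C with compound, 1 h detection. Dosing: single-point compound dose. Read-out: lysis from increased AK signal.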
Numbers without * were called inactive; ? = inconclusive; / = no result given; [ ] = another dose, or the depositor's remark.

# | Compound | CASP6 VEID inh | miR122 inh | EWS-Fli inh | PGC1a acetyl inh
1 | CN(C)C(=O)[C@@]1(Cc2ccccc2N=[N+]=[N-])N=C(c2ccc(OCCCO)cc2)O[C@H]1c1ccccc1N=[N+]=[N-] | -1 | / | 8 | -4
2 | CC1(C)CC(Cc2ccc(Cl)nc2)N(C(=O)OC(C)(C)C)C1 (configuration not stated) | -2 | 2 | 18 | 1
3 | C[C@H]1CN([C@@H](C)CO)C(=O)c2cc(/C=C/c3ccccc3)cnc2O[C@@H]1CN(C)S(=O)(=O)c1ccc(F)cc1 | -3 | -6[16.7 µM] | 17 | -1
4 | CNS(=O)(=O)c1cccc(C(=O)NCC2CCCCC2)c1 | -4 | -3 | -2 | -1
5 | O=C(O)/C=C/c1cn(Cc2ccccc2)nc1-c1cccs1 | 13 | / | 2 | -7
6 | CCn1ncc(Br)c1C(=O)Nc1ccccc1C(F)(F)F | 1 | 2 | -3 | 9
7 | CC1=Nc2ccccc2N=C(NC(=O)c2ccccc2)C1c1ccccc1 (configuration not stated) | 3 | -2 | -8 | -7
8 | Cc1ccc(OCC(=O)N(Cc2cccc(F)c2)C2CCS(=O)(=O)C2)cc1 (configuration not stated) | -1 | -6 | -3 | 3
9 | CCOC(=O)N1CCN(C(=O)Cn2nc(C)n3nc(-c4ccc(OC)cc4)cc3c2=O)CC1 | 38* | -4 | / | 13
10 | CC1(C)c2ccccc2N2CC(=O)N(CC(N)=O)C21C (configuration not stated) | / | 2 | / | 2
11 | CCOC(=O)Cn1c2ccc(C)cc2c2nc(C)sc21 | 6 | -4 | -2 | -1
12 | COc1cc(OC)c2c(-c3cccc(-c4cccc(N)c4)c3)cc(=O)oc2c1 | -1 | 43 | ? | -4
13 | CCCc1cc(=O)oc2cc(C)cc(OCC(=O)NCc3cccnc3)c12 | 1 | -2 | 7 | 2
14 | CC(C)N1CCN(S(=O)(=O)c2ccccc2)c2ccccc21 | 5 | 4 | -13 | -50
15 | CN1CCN(c2ccc(-c3ccc4ccccc4n3)cc2)CC1 | -7 | / | 93* | -3

# | LGR2 inh | PAX8 inh HTS | FN deposit inh | Cneo AK release
1 | / | 7 | / | 15
2 | 9 | -6 | 5 | -1
3 | 11 | 51 | -6 | -3
4 | 5 | -15 | -7 | 0
5 | 4 | -9 | 2 | /
6 | 12 | -16 | -3 | 0
7 | -81 | 12 | -5 | 0
8 | 2 | -2 | 2 | 2
9 | 6 | 12 | -9 | -1
10 | / | / | -8 | 0
11 | 9 | -10 | -10 | -8
12 | 27 | ? | 15 | 1
13 | 15 | -1 | 4 | 22
14 | -1 | -13 | 6 | -5
15 | 102* | 94* | -9 | /

Next section
# | Compound | CASP6 VEID inh | miR122 inh | EWS-Fli inh | PGC1a acetyl inh
16 | COc1cccc(S(=O)(=O)N2CCCCN3[C@@H](CO)[C@H](c4ccc(C#CCC(C)C)cc4)[C@@H]3C2)c1 | -1 | 7[16.7 µM] | 28 | -4
17 | COc1ccc(/C=N/NC2=NCCCCC2)c(OC)c1 | -1 | / | -12 | 0
18 | CN(C(=O)CSc1nnc(Nc2ccccc2F)s1)C1CCS(=O)(=O)C1 (configuration not stated) | 0 | -1 | -20 | -4
19 | COc1ccc(S(=O)(=O)Nc2ccc3c(c2)C(=O)N([C@H](C)CO)C[C@H](C)[C@H](CN(C)C(=O)CCCN(C)C)OCCCC[C@H](C)O3)cc1 | -1 | 17[16.7 µM] | -9 | 4
20 | Cc1cc(C)c2nc(Nc3nc(CSc4nc5ccccc5[nH]4)cc(=O)[nH]3)nc(C)c2c1 | 1 | / | 2 | /
21 | Brc1[nH]nc2ccccc12 | 4 | 4 | / | -2
22 | COc1ccc(NC(=O)N(C)C[C@H]2Oc3ccc(NC(=O)Nc4ccc5c(c4)OCO5)cc3C(=O)N([C@@H](C)CO)C[C@H]2C)cc1 | 2 | -8[16.7 µM] | -7 | -14
23 | O[C@@H]1COC(Nc2ccc(N=Nc3ccccc3)cc2)C[C@@H]1O (some centres not stated) | -3 | / | -34 | /
24 | C=CCn1c(CNC(=O)c2cccs2)n[nH]c1=S | / | 2 | / | 9
25 | CCn1ccc(C(=O)NC2=NCCS2)n1 | -7 | / | 0 | /
26 | CC(=O)c1cccc(OCC(=O)N2CCCc3ccccc32)c1 | 0 | / | 3 | /
27 | COc1ccc(C(=O)Nc2ccnn2C2CCN(Cc3ccc4nonc4c3)CC2)cc1 | 0 | / | 5 | /
28 | COc1cccc(-c2ccc3c(c2)O[C@H](CN(C)Cc2cncnc2)[C@@H](C)CN([C@@H](C)CO)S3(=O)=O)c1 | 3 | -6[16.7 µM] | -22 | -22
29 | Cc1ccc(C(=O)OC(C)C(=O)Nc2ccc(Cl)cn2)s1 (configuration not stated) | 3 | / | -2 | /
30 | Nc1ccc2c(c1)N=[N+]([O-])c1cc(N)ccc1C2 | -2 | -3 | -3 | /

# | LGR2 inh | PAX8 inh HTS | FN deposit inh | Cneo AK release
16 | 19 | -7 | 11 | 7
17 | -4 | 0 | -7 | /
18 | -20 | -14 | -6 | -1
19 | -2 | -23 | / | 1
20 | 6 | 28 | 0 | /
21 | 3 | / | / | 3
22 | 2 | / | -2 | 0
23 | / | -168 | 5 | /
24 | -4 | / | / | 3
25 | 7 | -3 | 4 | /
26 | -9 | -20 | 8 | 0
27 | -1 | / | 1 | -1
28 | 2 | / | 11 | 0
29 | 9 | -5 | -7 | -3
30 | 27 | 6 | 1 | 0

Among those listed so far, these have bromine:
# | Compound | CASP6 VEID inh | miR122 inh | EWS-Fli inh | PGC1a acetyl inh
6 | CCn1ncc(Br)c1C(=O)Nc1ccccc1C(F)(F)F | 1 | 2 | -3 | 9
21 | Brc1[nH]nc2ccccc12 | 4 | 4 | / | -2

# | LGR2 inh | PAX8 inh HTS | FN deposit inh | Cneo AK release
6 | 12 | -16 | -3 | 0
21 | 3 | / | / | 3

Looked up above.
CASP6 VEID inh with CCOC(=O)N1CCN(C(=O)Cn2nc(C)n3nc(-c4ccc(OC)cc4)cc3c2=O)CC1 = 38*
EWS-Fli inh with COc1ccc(C(=O)Nc2ccnn2C2CCN(Cc3ccc4nonc4c3)CC2)cc1 = 5
PAX8 inh HTS with CCOC(=O)Cn1c2ccc(C)cc2c2nc(C)sc21 = -10

Further entries
# | Compound | CASP6 VEID inh | miR122 inh | EWS-Fli inh | PGC1a acetyl inh
31 | CCCC#Cc1ccc2c(c1)O[C@H](CN(C)C(=O)c1ccccc1)[C@@H](C)CN([C@H](C)CO)S2(=O)=O | 2 | 32[16.7 µM] | 7 | -6
32 | c1coc(-c2nc3c4c5c(sc4ncn3n2)CCCC5)c1 | / | -6 | / | -34
33 | CN(C)CC#Cc1ccc([C@@H]2[C@H]3CN(C(=O)C4CC4)CCCCN3[C@H]2CO)cc1 | / | -28[16.7 µM] | 1 | 4
34 | O=C(Oc1ccc2c(c1)OCC2=O)c1ccc(Cl)cc1 | 2 | / | 17 | 5
35 | O=C(C[C@H]1CC[C@H]2[C@@H](COC[C@H](O)CN2Cc2ccncc2)O1)NCc1ccncc1 | -2 | -4[16.7 µM] | 7 | 5
36 | CCOP(=O)(OCC)c1nc(-c2cccc([N+](=O)[O-])c2)oc1N1CCCCC1 | -1 | / | -6 | /
37 | COc1ccc(OCCOC(=O)c2ccc(F)c(S(=O)(=O)N3CCOCC3)c2)cc1 | 1 | 7 | 4 | -6
38 | COc1ccc(NS(=O)(=O)c2ccc(NC(=O)c3ccccn3)cc2)cc1 | 11 | / | 8 | /
39 | CC(C)(C)c1ccc(C(=O)Nc2ccc(C=C(C#N)C#N)cc2)cc1 | / | 1 | / | -14
40 | Cc1ccc(CNC(=O)COc2ccc(S(=O)(=O)N3CCCC3)cc2)cc1 | 3 | -9 | 4 | -5
41 | CC(NC(=O)Cc1cccc(C(F)(F)F)c1)c1ccc(F)cc1 (configuration not stated) | -4 | 3 | -4 | /
42 | COc1ccc(C(=O)C2CCCN(C(=O)c3ccc4nccnc4c3)C2)c(C)c1 (configuration not stated) | / | 9 | -8 | 36
43 | O=C(NCC1CCCO1)c1cccc(Oc2c(Cl)cccc2[N+](=O)[O-])c1 (configuration not stated) | 1 | / | 14 | 0
44 | Cc1nc2cc[nH]n2c(=O)c1CCc1ccccc1 | 0 | / | 2 | /
45 | O=C(CSc1n[nH]c(-c2ccccc2F)n1)Nc1cc(F)ccc1F | -3 | / | 2 | /

# | LGR2 inh | PAX8 inh HTS | FN deposit inh | Cneo AK release
31 | -7 | / | 0 | 0
32 | / | 7 | -7 | 0
33 | / | -3 | / | -3
34 | / | -1 | 5 | 2
35 | 6 | -2 | 4 | 0
36 | -1 | 12 | / | /
37 | 5 | -10 | 8 | -1
38 | -1 | -9 | -17 | -2
39 | -69 | -125 | -4 | -13
40 | -3 | -103 | 1 | -2
41 | 0 | 0 | 0 | 1
42 | -5 | 9 | -29 | -4
43 | -7 | 16 | 4 | 2
44 | -2 | -3 | -3 | /
45 | -3 | 1 | 5 | -2

Ordered by length of the SMILES (descending): some entries from above
# | Compound | CASP6 VEID inh | miR122 inh | EWS-Fli inh | PGC1a acetyl inh
39 | CC(C)(C)c1ccc(C(=O)Nc2ccc(C=C(C#N)C#N)cc2)cc1 | / | 1 | / | -14
41 | CC(NC(=O)Cc1cccc(C(F)(F)F)c1)c1ccc(F)cc1 (configuration not stated) | -4 | 3 | -4 | /
32 | c1coc(-c2nc3c4c5c(sc4ncn3n2)CCCC5)c1 | / | -6 | / | -34

# | LGR2 inh | PAX8 inh HTS | FN deposit inh | Cneo AK release
39 | -69 | -125 | -4 | -13
41 | 0 | 0 | 0 | 1
32 | / | 7 | -7 | 0

(further entries)
# | Compound | CASP6 VEID inh | miR122 inh | EWS-Fli inh | PGC1a acetyl inh
46 | O=C(Nc1cccc(F)c1)N1C[C@@H]2[C@H](c3ccccc31)[C@@H](CO)N2C(=O)c1ccccc1F | 2 | 4[16.7 µM] | 5 | 7
47 | C[C@@H]1CN([C@H](C)CO)C(=O)Cc2cc(NC(=O)Cc3cn(C)c4ccccc34)ccc2O[C@@H]1CN(C)S(C)(=O)=O | 2 | -13[16.7 µM] | -4 | 4
48 | OCC1CCCCN1CCNCc1cn[nH]c1-c1cccc2ccccc12 (configuration not stated) | -59 | 0 | -13 | -2
49 | O=C(NN=Cc1ccc(F)c(F)c1)c1ccc(NS(=O)(=O)c2cccs2)cc1 | 4 | / | 6 | /
50 | COCCN(C(=O)CSc1ncccn1)c1c(N)n(Cc2ccccc2)c(=O)[nH]c1=O | -1 | / | -11 | /

# | LGR2 inh | PAX8 inh HTS | FN deposit inh | Cneo AK release
46 | 17 | 2 | / | -1
47 | 22 | -12 | / | 0
48 | 28 | -2 | -2 | 3
49 | 5 | / | 0 | /
50 | -15 | -2 | 1 | -1
